Abeta yeast res = restores growth of yeast expressing A-beta42 peptide; yeast expressing A-beta42, growth rescue, OD600, 48 h; response scale: 0% DMSO, 100% iron-clioquinol control; Potency, µM (doses to about 46.1 µM), for inactives: at the top dose growth rescue, usual class: activators; 0.063% of 410,000 active; AID 1347071; further: potency means the concentration at half of the fitted maximal effect; nearly all actives have a fitted effect of over 55% in size
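Yeast growth medium received pinned compounds, then yeast cells expressing toxic A-beta were added; plates incubated at 30 C for 48 hr. Growth read as absorbance at 600 nm, normalized to DMSO and equimolar FeCl3 plus clioquinol controls.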
aSyn yeast inh = inhibitors of alpha-synuclein toxicity in yeast. Yeast expressing alpha-synuclein, growth rescue, BacTiter-Glo, 24 h. 0.14% of 370,000 active. Potency, µM (doses to about 46.1 µM), for the others: at the top dose growth rescue (activation), hits mostly activators; further: potency means the concentration at half of the fitted maximal effect; % of control where 0% means no effect; nearly all actives have a fitted effect of over 65% in size
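Galactose-induced alpha-syn yeast (OD600=0.02, raffinose-pregrown) + pinned cpd, 24 hr, 30 deg C; growth by BacTiter-Glo luminescence. Growth restoration scores as activation.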
Akt phos inh = inhibitors of Akt phosphorylation | Neuro2A IGF-stimulated pAkt S473 HTRF, 20 min; hits give low values | activity change, % for hits at 50 µM | 0.32% of 360,000 active | AID 651550; in the data active means activity change below about -80%; inconclusive means mostly about -51% to -80%; further: on the % scale 0 is the no-effect control and ±100 the full control effect
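Single-point screen (50 µM final compound) in Neuro2A cells stimulated 20 min with 6 nM IGF at 37 deg C. After lysis, Ser473-phosphorylated Akt read by HTRF (ex 330 nm, em 615/665 nm) as the 665/615 ratio.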
PTHR1 agonist = activates the human parathyroid hormone receptor PTHR1 | Q03431 | HEK293 GP2 PTHR1 cells, GloSensor cAMP luminescence, 1 h | Potency, µM (highest dose often 115 µM), for inactives: at the highest dose activation, usual class: activators | 0.075% of 410,000 active | AID 743266; further: potency means the concentration at half of the fitted maximal effect; nearly all actives have a fitted effect of over 55% in size; some results filed as inactive show a strong effect at the top dose; inactives centre near -15; many of its hits are not listed in these tables
Target sequence (Q03431 whole entry, looked up): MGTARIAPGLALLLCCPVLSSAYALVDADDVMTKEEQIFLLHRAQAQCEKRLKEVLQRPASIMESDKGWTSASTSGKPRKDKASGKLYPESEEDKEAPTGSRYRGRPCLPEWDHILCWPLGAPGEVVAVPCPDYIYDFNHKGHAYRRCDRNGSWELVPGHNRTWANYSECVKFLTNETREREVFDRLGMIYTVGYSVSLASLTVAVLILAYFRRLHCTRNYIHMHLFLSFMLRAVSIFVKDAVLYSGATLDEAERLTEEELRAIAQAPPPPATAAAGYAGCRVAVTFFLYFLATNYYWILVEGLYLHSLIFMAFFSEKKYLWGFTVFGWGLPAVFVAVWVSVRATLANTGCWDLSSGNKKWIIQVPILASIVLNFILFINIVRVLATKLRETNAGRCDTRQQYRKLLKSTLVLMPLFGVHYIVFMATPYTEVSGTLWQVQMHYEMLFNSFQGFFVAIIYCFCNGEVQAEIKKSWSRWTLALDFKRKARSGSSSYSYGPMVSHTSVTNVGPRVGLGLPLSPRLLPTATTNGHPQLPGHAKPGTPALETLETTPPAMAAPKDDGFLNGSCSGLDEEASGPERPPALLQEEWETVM
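HEK-293-derived GP2 cells expressing PTHR1 and a GloSensor cAMP reporter, 3,000/well, plated overnight, given luciferin plus IBMX (each 0.5 mM as added) for 1 h at 37 °C, then compound for 1 h at 37 °C. Luminescence was read after 15 min at room temperature.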
TDP-43 yeast inh = TDP-43 toxicity inhibition in yeast; TDP-43 expressing yeast growth rescue, BacTiter-Glo, 24 h; Potency, µM (highest dose often 46.1 µM), without a hit: at the top dose growth rescue (activation), most hits filed as activators; 1.8% of 410,000 active; AID 652104; further: potency means the concentration at half of the fitted maximal effect; % of control where 0% means no effect; nearly all actives have a fitted effect of over 50% in size
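Yeast expressing TDP-43 (pregrown in raffinose, seeded at OD600=0.02 in galactose medium) exposed to compounds 24 hr at 30 deg C. Growth read by BacTiter-Glo luminescence; rescue of toxicity appears as increased signal.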
FUS suppressor = rescues growth of FUS-expressing yeast | Potency, µM (doses to about 76.6 µM), inactives show top-dose growth rescue (activation), hits mostly activators | 0.24% of 390,000 active | S. cerevisiae FUS-expressing, growth rescue, OD600, 24 h;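 further: potency means the concentration at half of the fitted maximal effect; plate controls were DMSO vehicle for no effect and reference control for full effect; nearly all actives have a fitted effect of over 55% in size; some results filed as inactive show a strong effect at the top dose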
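Quantitative HTS measuring growth restoration of FUS-toxic yeast. Galactose-induced cells (OD 0.005) were exposed 24hr at 30C to compounds at several concentrations, then absorbance at 600 nm was recorded.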
GLP-1R inv ag = inverse agonists of human GLP-1 receptor; P43220; HEK293 GLP-1R CRE-luciferase, luminescence, 24 h; GLP-1R form is constitutively active; Potency, µM (series often up to 38.3 µM), inactives show at the highest dose activity change, negative = inhibition, most hits filed as inhibitors; 1.6% of 410,000 active; AID 624417; further: potency means the concentration at half of the fitted maximal effect; on the % scale 0 is the no-effect control and ±100 the full control effect; nearly all actives have a fitted effect of over 55% in size
Target sequence (P43220 whole entry, looked up): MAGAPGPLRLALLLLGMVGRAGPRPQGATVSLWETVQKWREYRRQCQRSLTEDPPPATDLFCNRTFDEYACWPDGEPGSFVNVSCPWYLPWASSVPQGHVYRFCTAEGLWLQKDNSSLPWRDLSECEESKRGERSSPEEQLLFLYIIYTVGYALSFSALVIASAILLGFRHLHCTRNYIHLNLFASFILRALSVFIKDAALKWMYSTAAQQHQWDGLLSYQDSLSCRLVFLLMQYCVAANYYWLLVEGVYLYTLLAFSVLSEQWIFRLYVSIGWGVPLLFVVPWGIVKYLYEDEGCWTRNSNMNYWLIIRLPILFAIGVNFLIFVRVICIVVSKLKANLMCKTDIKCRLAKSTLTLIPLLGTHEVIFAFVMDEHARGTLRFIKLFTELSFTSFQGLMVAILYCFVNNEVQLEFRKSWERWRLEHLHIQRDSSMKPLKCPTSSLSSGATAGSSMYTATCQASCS
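Inverse agonists were sought by their lowering of basal cAMP reporter luciferase output in HEK293 cells stably carrying constitutively active human GLP-1R, after 24 h compound treatment.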
Mm-Cpn inhibitor = blocks the Methanococcus maripaludis chaperonin Mm-Cpn; purified Mm-Cpn ATPase, ADP Transcreener TR-FRET; 0.031% of 330,000 active; Potency, µM (top dose mostly 76.9 µM), for inactives: top-dose activity, negative = inhibition, actives largely listed as inhibitors; further: potency means the concentration at half of the fitted maximal effect; on the % scale 0 is the no-effect control and ±100 the full control effect; nearly all actives have a fitted effect of over 80% in size
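TR-FRET (320 nm excitation; 590 and 665 nm emission) reports ADP made from 10 uM ATP by 25 nM enzyme; compounds were preincubated 10 min, reaction run 30 min, both at 37°C.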
GLP1R cytotox = cytotoxicity counter-screen for GLP-1 receptor inverse agonists; Potency, µM (doses to about 38.3 µM), inactives show at the highest dose activity change, negative = inhibition, actives largely listed as inhibitors; HEK293 cAMP-luciferase reporter cells, luminescence, 24 h; AID 624418; 0.13% of 410,000 active;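 further: loss of luciferase light is scored as toxicity; potency means the concentration at half of the fitted maximal effect; on the % scale 0 is the no-effect control and ±100 the full control effect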
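Compound-treated cells are incubated 24 hr at 37 deg C under 5% CO2 after a 12 hour attachment period, then luciferase detection reagent is added and luminescence is measured following 12 min at room temperature; lowered signal indicates toxicity.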
The depositor's hits bear a star; i = inactive; ? = inconclusive; . = no result given; [ ] = another dose, or the depositor's remark. Unless noted, the call rests on the fitted dose curve; in most records, active means well fitted curve in the direction sought with a large enough effect; inconclusive means small, poorly fitted or top-dose-only effect, or another doubt; inactive means no such curve, though single readings can be large; an effect the other way counts as inactive or inconclusive.

Value order – Abeta yeast res | aSyn yeast inh | Akt phos inh | PTHR1 agonist | TDP-43 yeast inh | FUS suppressor | GLP-1R inv ag | Mm-Cpn inhibitor | GLP1R cytotox
1	CCOC(=O)c1ccc(N2C(=O)c3[nH]nc(-c4ccc(OCC)cc4)c3C2c2cccs2)cc1 (stereo unspecified)
    -11% | . | . | -15% | 11% | ? | ? | . | -30%
2	Cc1cc(NC(=O)CCC(=O)N(c2ccc(C)c(F)c2)C(C(=O)NC2CCCC2)c2ccco2)no1 (stereo unspecified)
    ? | 1% | i | -24% | -11% | 16% | ? | 0% | -5%
3	COc1ccc(-c2cc(C3CCN(c4ncccc4[N+](=O)[O-])CC3)[nH]n2)cc1
    2% | ? | i | -45%[inhibitor] | ? | 44% | ? | 0% | ?
4	CCOc1cccc(N2CCN(CCNC(=O)Nc3ccc(C)cc3)CC2)c1C
    -6% | 0% | i | -26% | 9% | -22% | ? | -6% | -22%
5	Nn1c(SCc2cn3ccccc3n2)nnc1-c1ccncc1
    -5% | -5% | i | -22% | 0% | -3% | 0% | 0% | -5%
6	O=C(/C=C/C=C/c1ccccc1)c1ccco1
    -5% | 13% | i | -90%[inhibitor] | 16% | -16% | 1% | -1% | 5%
7	Cc1ccc(NC(=S)Nc2ccc(F)cc2)c(C)c1
    12% | 2% | i | -11% | 19% | 7% | 10% | 1% | -5%
8	CCOC(=O)c1cc2occc2n1CC(=O)NCCOC
    31% | 1% | i | i | 17% | -12% | 9% | -2% | -1%
9	O=C(CCn1nc(-c2ccccc2)c2ccccc2c1=O)Nc1ccccc1
    4% | . | . | i | 0% | 10% | 28% | . | 6%
10	c1ccc(C[C@H]2CN=C(Nc3ccccc3)N2CC2CCC2)cc1
    8% | -1% | i | -23% | 9% | -18% | -11% | -1% | ?
11	O=c1[nH]c(C2C3CC4CC(C3)CC2C4)nc2ccccc12 (stereo unspecified)
    -7% | -10% | i | -10% | -24% | . | -33% | -2% | 0%
12	CN(CC(=O)Nc1ccccc1Br)C(=O)c1cc([N+](=O)[O-])ccc1N1CCOCC1
    3% | 1% | i | i | -15% | -6% | -29% | 0% | ?
13	Cc1ccc(OCC(=O)NNC(=O)[C@@H]2CCCC[C@@H]2C(=O)O)c(Br)c1
    -1% | 2% | i | i | 10% | -6% | 11% | -4% | 1%
14	CC1Cc2[nH]c(=S)[nH]c(=O)c2C(C(C)C)O1 (stereo unspecified)
    -18% | -4% | i | -21% | 19% | -2% | 28% | . | 3%
15	CC(NC(=O)c1ccccc1F)C1CC1 (stereo unspecified)
    -6% | -16% | i | i | -11% | -23% | 10% | -3% | 8%
16	COCCCN(C(=O)CCOc1ccccc1C)c1c(N)n(Cc2ccccc2)c(=O)[nH]c1=O
    1% | 7% | i | -1% | -7% | 21% | -7% | -5% | 0%
17	CCC1CCCCN1CCCNC(=O)c1cc2c(=O)[nH]c3ccccc3c2n1C (stereo unspecified)
    2% | -11% | i | i | 22% | -25% | 6% | 0% | -16%
18	Cc1cccc(NC(=O)C(C)Oc2ccccc2C)n1 (stereo unspecified)
    -32%[inhibitor] | -13% | i | i | ? | -12% | ? | 1% | -5%
19	O=C1C(c2ccccc2)C(c2ccccc2)NC(c2ccccc2)C1c1ccccc1 (stereo unspecified)
    35% | 1% | i | -10% | 22% | 19% | -5% | 2% | 4%
20	Cc1ccc(NC(=O)c2cccs2)cc1S(=O)(=O)N(C)C
    -7% | -18% | i | -7% | 5% | . | 16% | 0% | 0%
21	O=C(CCN1C(=O)COc2ccccc21)NCc1cccs1
    5% | -14% | i | i | -13% | -1% | 21% | -1% | 11%
22	S=c1[nH]nc(Nc2cccc(Cl)c2)s1
    -4% | 2% | i | -5% | 12% | 0% | 6% | 0% | -2%
23	Cc1cccc(C)c1NC(=O)C1(C)CCC(=O)N1CCc1c[nH]c2ccccc12 (stereo unspecified)
    -14% | -4% | i | -19% | 20% | -7% | 20% | . | 0%
24	COc1cc(C(=O)Nc2nnc(C)s2)cc(OC)c1OC
    -9% | -4% | i | i | 0% | -18% | 32%[activator] | -1% | 2%
25	CCOc1cc(C=O)cc(Br)c1OCC(=O)NCCc1ccccc1
    -3% | 2% | i | i | ? | 23% | -26% | -1% | 3%
26	CCn1c(=O)cc(OCC(=O)NCCCN2CCCC2=O)c2ccccc21
    -1% | 9% | i | ? | 0% | -12% | 30% | -2% | 5%
27	Fc1ccccc1N1CCN(c2cnc3ccccc3n2)CC1
    -47%[inhibitor] | 17% | i | -26%[57.5 µM] | ? | 7% | 10µM* | . | -3%
28	CCOC(=O)C1(C)CCN1C(=O)COc1ccccc1 (stereo unspecified)
    1% | 2% | i | -25% | 12% | -18% | 15% | . | 5%
29	O=C(CCS(=O)(=O)c1cccc2nonc12)NC1CCCCCC1
    4% | -1% | i | i | 7% | -2% | 15% | 0% | -1%
30	COc1ccc2nc(NC(=O)C3CCN(C(=O)c4ccc(F)cc4)CC3)sc2c1
    8% | 4% | i | -29% | 10% | 27% | -27% | -1% | 4%
31	Cc1ccc(Cl)cc1N1CCN(C(=O)CNC(=O)c2ccc(Br)o2)CC1
    4% | 27% | i | -19% | 17% | . | ? | 0% | ?
32	Cc1c(C(=O)N2CCCC2)oc2c1-c1nn(CC(=O)NCCCN3CCCCC3)cc1CC2
    12% | -3% | i | i | 3% | 1% | 10% | -7% | 0%
33	Cc1ccc(S(=O)(=O)c2nc(-c3ccc(F)cc3)oc2N2CCOCC2)cc1
    15% | 17% | i | i | 9% | -7% | 1% | 4% | -3%
34	COc1ccc(CC(=O)NC2CC(C)(C)NC(C)(C)C2)cc1
    15% | 1% | i | -5%[57.5 µM] | 17% | 0% | -3% | 2% | 0%
35	Cc1ccc(Cl)cc1N1C(=O)CC(C)(C)CC1=O
    6% | 1% | i | -4% | 14% | -29% | 6% | 0% | -9%
36	CCOc1ccccc1OCC(=O)NCCc1ccc(S(N)(=O)=O)cc1
    10% | -4% | i | ? | . | 5% | -1% | 1% | 0%
37	OCC(O)C1OC(c2ccco2)OC(CO)C1O (stereo unspecified)
    0% | 0% | i | i | -6% | -13% | 5% | . | -2%
38	COc1ccc(S(=O)(=O)Nc2cc(Cl)ccc2OC)cc1
    32% | 24% | i | -7% | 3.2µM* | . | 1.4µM* | ? | -26%
39	C[C@H](CO)N1C[C@H](C)[C@@H](CN(C)S(=O)(=O)c2ccc(F)cc2)Oc2ccc(NS(=O)(=O)c3ccc(F)cc3)cc2C1=O
    4% | ? | i | -22% | 4% | 38% | 2% | -2% | 3%
40	CCCCCC1NC(=O)NC1CCCCCC(=O)O (stereo unspecified)
    0% | 1% | i | 14%[57.5 µM] | 2% | 23% | 1% | -1% | -10%
41	O=C(COc1ccc(N2C(=O)c3ccccc3C2=O)cc1)c1ccccc1
    -10% | 2% | i | -26% | 7% | -26% | 4% | -2% | -3%
42	CCCNC(=S)NCc1ccc(Cl)cc1
    8% | -7% | i | i | 19% | . | -17% | 2% | -4%
43	CCN(C(=O)COC(=O)c1oc2ccccc2c1C)c1c(N)n(Cc2ccccc2)c(=O)[nH]c1=O
    -10% | -4% | i | -38%[inhibitor] | -3% | -10% | 5% | 2% | 1%
44	O=C(Nc1ccc(Cl)cc1)Nn1cnc2ccccc2c1=O
    -26% | 2% | i | i | -17% | -6% | ? | 0% | 2%
45	CC(C)(C)c1ccc(C(=O)Nc2c3c(nn2C(C)(C)C)CS(=O)(=O)C3)cc1
    0% | -1% | i | i | -3% | -8% | 25% | 0% | -4%
46	Cc1ccc(C(c2sc3nc(C)nn3c2O)N2CCN(C(=O)c3ccco3)CC2)cc1 (stereo unspecified)
    -1% | 16% | i | -6%[57.5 µM] | -11% | 8% | 0% | -1% | -30%
47	COc1ccc(CNC(=O)C2CCN(C(=O)N3CC(C)Oc4ccc(C)cc43)CC2)cc1 (stereo unspecified)
    -3% | . | . | 16% | 21% | 18% | 4% | . | 1%
48	CC(C)CN1CN(Cc2ccco2)CNC1=S
    -7% | 13% | i | -24% | -6% | . | 2% | 3% | -1%
49	CC(=O)Nc1ccc(S(=O)(=O)Nc2cc(Cl)ccc2N2CCOCC2)cc1
    3% | 4% | i | -23% | 7% | 22% | ? | -3% | 0%
50	O=C(N/N=C/c1c(F)c(F)c(F)c(F)c1F)c1cccc(S(=O)(=O)N2CCOCC2)c1
    20% | 6% | i | -4% | 20% | -29% | 16% | -7% | -9%
51	Cc1cc(N/N=C/c2ccccc2)nc(N2CCOCC2)n1
    -2% | -3% | i | i | 27% | -6% | ? | 0% | -7%
52	CN(CCOc1ccccc1)Cc1ccccc1
    -14% | -4% | i | -10% | 3% | -15% | 1% | . | 2%
53	O=C(Nc1cccc2c1C(=O)NC2=O)c1cccnc1Cl
    -1% | -3% | i | i | -11% | -2% | 23% | 0% | 11%
54	CCOc1ccc(CCNC(=O)COC(=O)/C=C/c2ccc(C)o2)cc1OCC
    1% | 10% | i | -21% | 2% | 6% | 7% | 1% | -1%
55	O=C(CCc1ccccc1)Nc1ccccc1C(=O)N1CCOCC1
    3% | -6% | i | -87%[inhibitor] | 18% | -6% | 14% | 2% | 7%
56	CSCCC1NC(=O)N(CC(=O)Nc2ccc(-c3ccccc3)cc2)C1=O (stereo unspecified)
    18% | -5% | i | -17% | 5% | 17% | -32% | -4% | -12%
57	O=C(CN(C1CCCCC1)S(=O)(=O)c1ccccc1)N1CCCC1
    11% | 4% | i | i | 2% | -18% | 6% | 1% | -4%
58	CC(=O)c1sc(NS(=O)(=O)c2ccc(C)cc2)nc1-c1ccccc1
    -16% | 0% | i | -16% | -18% | 24% | 2% | -1% | -3%

Screening data as filed in PubChem.

A portion of the library, so the mix of outcomes need not match the whole.
